Compound activity: PubChem BioAssay, several laboratories
CHRM5 agonist: CHRM5 agonism in calcium assay | P08912 | hit rate 0.19% among 360,000 | CHO-K1 hM5 cells, Fluo-8 calcium fluorescence; 0% DMSO wells, 100% maximal acetylcholine response | activation, % at 3 µM | AID 624037;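 active = activation above the run's mean over test compounds plus 3 SD, cut at about 23% in these data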;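 note: signal is peak over basal fluorescence ratio across the kinetic read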
Target sequence (P08912 whole entry, looked up): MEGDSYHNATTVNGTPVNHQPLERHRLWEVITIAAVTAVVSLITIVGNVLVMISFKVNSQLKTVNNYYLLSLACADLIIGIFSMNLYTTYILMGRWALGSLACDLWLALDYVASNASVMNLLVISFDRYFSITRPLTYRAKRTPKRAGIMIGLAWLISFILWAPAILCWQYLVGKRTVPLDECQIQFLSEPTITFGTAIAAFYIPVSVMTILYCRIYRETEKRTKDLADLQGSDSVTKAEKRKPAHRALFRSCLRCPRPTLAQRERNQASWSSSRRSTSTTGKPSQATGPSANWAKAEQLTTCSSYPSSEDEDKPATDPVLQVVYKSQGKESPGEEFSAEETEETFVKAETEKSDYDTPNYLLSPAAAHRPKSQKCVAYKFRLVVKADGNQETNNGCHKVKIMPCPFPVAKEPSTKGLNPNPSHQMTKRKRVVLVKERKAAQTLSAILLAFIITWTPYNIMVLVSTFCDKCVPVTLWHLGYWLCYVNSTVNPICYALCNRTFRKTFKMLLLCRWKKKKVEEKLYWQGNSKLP
CRFR2-BP ag: agonists of human CRF-binding protein/CRF-R2 receptor complex | HEK293 CRF-R2/CRF-BP, calcium dye fluorescence (FLIPR); percent of saturating CRF peptide response | activation, % at 13.2 µM | hit rate 0.46% among 350,000 | AID 588473;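 active = activation of at least 50%, plus an integration ratio under a set limit after plate pattern correction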;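 note: plate controls were neutral control wells without compound for no effect and CRF at EC100 for full effect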
CHRM4 agonist: agonists of human muscarinic M4 receptor (CHRM4); CHO-K1 hM4/Gqi5, Fluo-8 calcium fluorescence; vehicle 0%, full acetylcholine response 100%; activation, % at 3 µM; hit rate 0.14% among 360,000; AID 624127;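 active = activation above the run mean over all test wells plus 3 SD, cut at about 32% in these data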;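 note: peak over basal fluorescence ratio per well then scaled between controls; 0% = DMSO wells and 100% = acetylcholine at EC100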
Target sequence (P08173 whole entry, looked up): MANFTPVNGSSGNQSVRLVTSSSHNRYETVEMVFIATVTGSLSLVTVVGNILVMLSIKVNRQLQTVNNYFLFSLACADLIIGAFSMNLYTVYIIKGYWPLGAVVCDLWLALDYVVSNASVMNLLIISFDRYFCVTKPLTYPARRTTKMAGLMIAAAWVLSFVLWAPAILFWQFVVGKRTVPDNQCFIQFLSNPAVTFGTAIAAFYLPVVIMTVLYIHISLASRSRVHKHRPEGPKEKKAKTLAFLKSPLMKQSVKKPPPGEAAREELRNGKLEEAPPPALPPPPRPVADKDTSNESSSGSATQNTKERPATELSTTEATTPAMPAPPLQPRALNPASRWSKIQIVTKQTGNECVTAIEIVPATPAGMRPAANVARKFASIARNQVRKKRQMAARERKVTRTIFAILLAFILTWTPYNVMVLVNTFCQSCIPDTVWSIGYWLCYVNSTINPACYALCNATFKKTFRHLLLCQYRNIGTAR
M5 antag: CHRM5 antagonism in calcium assay; P08912; CHO-hM5 cells, Fluo-8 calcium fluorescence, ACh EC80; inhibition, % at 3 µM; hit rate 0.59% among 360,000; AID 624040;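 active = inhibition above a per-plate cutoff, the mean of that plate's test compounds plus 3 SD, cut at about 27% in these data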;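 note: 0% = acetylcholine EC80 with DMSO and 100% = DMSO without agonist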
IDE inh: cellular human IDE inhibition. P14735. HEK cells, FAbetaB cleavage, fluorescence polarization. inhibition, % at 5.59 µM. hit rate 0.41% among 320,000;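 active = percent inhibition above the average of all tested compounds plus 3 SD, set per screening campaign, cut at about 16% in these data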;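 note: IDE supplied by intact live HEK cells; FP after avidin binding of uncleaved biotin substrate so inhibition keeps polarization high; 0% = DMSO wells and 100% = 60 µM reference IDE inhibitor Ii1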
CHRM4 PAM: positive allosteric modulators of human muscarinic M4 receptor | P08173 | CHO-K1 hM4/Gqi5, Fluo-8 calcium fluorescence, ACh EC20; 0% = ACh EC20, 100% = maximal ACh | activation, % at 3 µM | hit rate 0.4% among 360,000;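 active = activation above its plate's cutoff, the mean activation of sample wells plus 3 SD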; note: some results filed as inactive read as strong as hits
CHRM4 antagonist: blocks acetylcholine activation of human M4 receptor | P08173 | CHO-hM4 cells, ACh EC80, Fluo-8 calcium fluorescence | inhibition, % at 3 µM | hit rate 0.73% among 360,000 | AID 624125;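 active = inhibition above its plate's cutoff, the mean inhibition of sample wells plus 3 SD, cut at about 27% in these data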;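 note: 0% = acetylcholine EC80 with DMSO and 100% = DMSO without agonist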
CHRM5 PAM: potentiates acetylcholine response at human M5 receptor. activation, % at 3 µM. hit rate 0.3% among 360,000. P08912. AID 624038. CHO-K1 hM5, Fluo-8 calcium, ACh EC20 PAM; 0% = ACh EC20, 100% = ACh EC100;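 active = activation above the run cutoff, the mean activation of all test compounds plus 3 SD, cut at about 18% in these data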
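Measured by: Fluo-8 calcium fluorescence; material: human M5 receptor in CHO-K1 cells; schedule: Post-acetylcholine fluorescence recording 140 s; benchmarks: low control EC20 acetylcholine (0%), high control EC100 acetylcholine (100%); read-out: Max/basal fluorescence ratio as % of EC20–EC100 ACh window; compound: single dose, 3 µM nominal final test concentration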
CRFR2-BP antag: blocks CRF-induced signaling of the CRF-BP/CRF-R2 complex. HEK293 CRF-R2/CRF-BP, CRF-induced calcium fluorescence. inhibition, % at 11.8 µM. hit rate 0.59% among 350,000. AID 588475;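 active = inhibition of the ligand-induced calcium signal above about 50% at the single tested concentration, limit read from the data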
Active calls of the source: *; . = no result given.

SMILES	CHRM5 agonist	CRFR2-BP ag	CHRM4 agonist	M5 antag	IDE inh	CHRM4 PAM	CHRM4 antagonist	CHRM5 PAM	CRFR2-BP antag
CCOC(=O)c1cccc2c(=O)c(C(=O)c3ccc(Cl)cc3)c(C(=O)OC)[nH]c12	1.5	1.9	0.2	-2.8	4.2	-1.1	2.6	-2.8	-5.7
CC(C)(C)NC(=O)C(=O)NCc1ccncc1	-2.3	0.5	0.1	-3.4	-0.8	-2.7	-2.1	-0.8	-0.1
CC(C(=O)Nc1ccc(S(=O)(=O)N2CCOCC2)cc1)N(c1ccccc1)S(C)(=O)=O (stereo unspecified)	-1.0	-1.6	0.7	-4.5	2.5	12.6	2.4	1.4	8.4
CCOC(=O)N1CCN(C(=O)c2ccc(CS(=O)Cc3ccc(C)cc3)o2)CC1 (stereo unspecified)	-2.0	-1.5	4.5	0.5	-3.6	0.5	-5.4	-1.4	-3.5
NC(=O)c1ccccc1OCC(=O)N1CCC(Cc2ccccc2)CC1	10.9	-0.2	20.9	1.4	-6.5	2.5	-2.4	-17.2	-2.1
CC(=O)c1c(-c2ccc(C)cc2)nc2c3ccccc3ccn12	-5.0	2.6	1.5	-8.2	6.3	-1.3	5.0	-3.4	-29.0
Cc1ccc(CNC(=O)C2CCN(S(=O)(=O)c3ccc4c(c3)CC(C)N4C(=O)C3CCC3)CC2)o1 (stereo unspecified)	-4.8	-0.1	5.2	13.8	0.8	-4.8	3.6	-6.0	7.6
O=[N+]([O-])c1cc2oc3c(c2c(C=NCc2ccncc2)c1O)CCCC3	1.7	0.8	0.5	-3.9	.	-1.2	-2.8	-3.6	-19.5
CC(=O)c1ccc(N2CCN(c3ccc4cc(S(=O)(=O)N5CCC(C)CC5)ccc4n3)CC2)cc1	-5.2	3.8	2.6	3.1	12.0	-6.1	2.8	7.5	-7.5
Cc1sc2ncnc(N3CCN(S(=O)(=O)c4ccc(F)cc4)CC3)c2c1C	0.3	-0.5	16.1	22.5	7.2	-21.9	7.5	-12.3	-5.1
CCOc1ccc(CCNC(=O)C2CCN(c3nnc(-n4cccc4)s3)CC2)cc1OCC	-1.2	-0.8	0.5	-1.4	-2.6	0.0	5.4	-4.7	-9.5
COC(=O)c1nn(-c2ccc(C)cc2)c2nnc(Cc3ccccc3)c(=O)n12	-1.2	-1.0	-0.1	3.9	-0.6	5.1	3.7	-0.3	16.1
CN1CCN(C(=O)c2cc(-c3cccc(Cl)c3)on2)CC1	-3.1	1.4	1.3	6.0	-0.8	6.8	-2.8	-1.8	-12.5
Cc1ccc(C)c(S(=O)(=O)Nc2cc(SCC(=O)O)c(O)c3ccccc23)c1	2.2	3.0	3.0	3.1	12.8	-0.6	7.5	-0.8	-11.9
Cc1ccc(Cl)cc1N1C(=O)CC(Sc2ccccc2N)C1=O (stereo unspecified)	2.5	20.0	0.6	-1.1	.	1.4	-7.3	4.2	28.1
CCN(C(=O)CN1C(=O)COc2ccc(S(=O)(=O)N3CCCCCC3)cc21)c1cccc(C)c1	6.3	55.5*	10.4	-1.3	-8.4	-4.9	1.0	-7.8	-48.3
CC(C)(C)OC(=O)C[C@@H]1C/C=C\C[C@H](CC(=O)NCCO)C(=O)NC[C@H](c2ccccc2)OC1=O	-1.8	-1.0	0.6	8.5	4.2	1.4	-3.0	1.1	2.2
COc1ccc(S(=O)(=O)Nc2ccc3c(c2)C(=O)N([C@@H](C)CO)C[C@@H](C)[C@H](CN(C)S(=O)(=O)c2ccc(F)cc2)OCCCC[C@H](C)O3)cc1	1.4	7.5	1.1	4.2	.	8.5	-16.9	1.7	6.2
O=C(NCCCn1ccnc1)c1ccccc1F	-4.4	1.8	-0.3	2.4	0.0	-2.4	6.0	4.1	14.7
CC(C)OC(=O)CSc1nc(C(C)C)nc2ccccc12	-1.4	-0.6	1.9	-5.3	5.0	1.8	-2.7	-5.1	5.7
CC(=O)NN1C(=O)/C(=C/c2ccc(Br)o2)SC1=S	-0.9	4.3	0.6	13.1	4.5	10.8	-0.9	5.5	6.8
COc1cc(NC(=O)c2cc(-c3ccco3)on2)c(OC)cc1Cl	0.5	-3.6	1.4	-3.5	-3.8	-2.0	-1.8	6.6	20.5
Nc1nc(NC(=O)/C=C\C(=O)O)nn1-c1ccccc1	1.5	3.7	0.4	12.3	1.3	15.6	-0.9	-6.6	-10.2
C/C(O)=C(/C=NCC(=O)O)C(=O)Nc1nccs1	0.8	-2.3	1.0	1.4	-0.7	4.7	-6.7	3.8	-2.7
COCCNC(=O)Cn1nc(-c2ccc(C)cc2)c2ccccc2c1=O	-3.2	0.7	-0.7	9.7	-0.3	3.4	-0.9	-2.5	9.1
O=C(CN1C(=O)C2CC=CCC2C1=O)Nc1cc(C(F)(F)F)ccc1N1CCCC1 (stereo unspecified)	0.6	-1.1	0.0	0.0	5.9	-4.0	-7.0	-0.8	-13.5
COc1cccc(NC(=O)[C@H](C)NC(=O)N2CCn3c2nc2ccccc23)c1	-1.0	0.6	8.7	5.1	-2.9	-4.0	3.9	-2.9	-0.9
Cn1nc(C(=O)OCc2ccccc2F)c2ccccc2c1=O	4.7	-5.9	20.6	17.7	-2.4	-17.9	9.1	-25.2	-3.9
O=C(NCCNC(=O)c1cnccn1)c1ccc(Cl)cc1	-0.2	3.6	0.4	6.2	2.5	0.3	4.5	0.6	-31.2
Cc1ccc2c(c1)c1c3n2CCCNC3CCC1 (stereo unspecified)	-2.0	0.2	5.7	-1.4	7.2	8.6	-6.9	1.7	-8.5
Cc1ccc(C(=O)NCCN2CCOCC2)cc1	2.2	-0.7	-0.4	-1.1	2.2	-1.9	9.5	2.6	-4.9
O=C(CNC(=O)c1cccs1)OCC(=O)c1ccccc1Cl	-1.6	-5.6	0.1	14.7	3.2	-1.8	5.9	-6.3	4.8
O=C(O)CCCc1ccc2ccc3cccc4ccc1c2c34	-2.5	-5.2	2.5	12.1	3.4	-4.0	14.0	-2.2	10.2
COc1ccc(NC(=O)CN(C)CC(=O)N(C)C2(C#N)CCC(C)CC2)cc1 (stereo unspecified)	0.1	1.0	0.9	3.3	3.1	6.7	-3.7	-2.2	-9.2
O=C(NCc1ccc(Cl)cc1)c1cccc(NC2=NC3CS(=O)(=O)CC3S2)c1 (stereo unspecified)	-0.4	2.9	1.3	2.9	5.1	-3.5	3.5	-6.0	-24.9
O=S(=O)(O)c1cccc2cccc(Nc3ccccc3)c12	-1.6	0.9	1.3	-0.2	4.0	1.3	-1.0	15.8	-5.2
COc1ccccc1NC(=O)Nc1nc(CC(=O)Nc2ccccc2F)cs1	-0.6	-0.9	13.4	13.2	-5.5	-8.1	0.0	-15.2	-2.6
CCOCCCNC(=O)C(NC(=O)c1ccccc1O)c1ccc(Cl)cc1 (stereo unspecified)	6.8	5.9	3.5	-5.7	3.0	3.7	-21.6	-6.0	-28.5
CC1CN(C(=O)c2c(Br)cnn2C)CC(C)O1 (stereo unspecified)	-2.5	1.4	-0.4	12.5	7.0	-4.8	6.3	-5.8	19.4
CCOc1ccccc1-c1nc(C(N)=O)c2[nH]c(=O)n(-c3ccccc3)c2n1	3.9	-3.4	11.9	7.8	3.8	-7.0	6.5	0.7	4.8
Cc1c(Cl)cnc(NC(=O)CSc2n[nH]c(N)n2)c1Cl	1.2	-0.9	-0.2	4.6	0.6	3.3	2.9	-1.0	3.7
C=CCNc1nc2cc(-c3ccccc3C)sc2c(=O)n1C	-0.3	.	1.7	6.6	.	4.8	-14.2	-4.3	.
O=C(O)c1cccc(S(=O)(=O)Nc2ccc(Oc3ccccc3)cc2)c1	-2.4	0.2	1.1	7.5	6.5	6.0	-4.2	-3.1	-8.4
CC(NC(=O)C1CCC1)c1ccc2c(c1)OCO2 (stereo unspecified)	-1.4	-4.8	0.3	5.2	-4.1	19.1	9.7	2.5	3.4
Cc1onc(-c2ccccc2)c1C(=O)Nc1ccc(Cl)c(S(=O)(=O)N2CCOCC2)c1	0.7	-0.9	7.4	11.8	-1.3	-1.9	2.1	0.2	-3.4
CCn1cc(CN2CCCC(C(=O)c3ccc(-c4ccccc4)c(F)c3)C2)cn1 (stereo unspecified)	-9.0	1.5	6.0	1.6	2.9	-28.6	1.8	-2.7	1.2
Nc1cc(=O)[nH]c(=O)n1-c1ccc(Cl)cc1	-1.6	0.2	0.5	0.2	-7.8	-11.9	6.7	2.5	-11.1
CN1CCN(CCC(=O)Nc2ccc(Br)cc2)CC1	-4.0	-1.2	0.9	-0.6	8.2	-7.5	0.3	6.0	-1.2
CCN(CC)c1cc(Cl)nc(N)n1	2.2	-1.2	1.6	5.0	-0.4	2.7	-2.5	-1.8	-3.9
COc1ccc(N(/N=C2\Sc3ccccc3C2=O)C(C)=O)cc1	-0.5	0.2	0.5	0.5	.	11.5	3.9	8.8	22.9
Going on with the list.
SMILES	CHRM5 agonist	CRFR2-BP ag	CHRM4 agonist	M5 antag	IDE inh	CHRM4 PAM	CHRM4 antagonist	CHRM5 PAM	CRFR2-BP antag
CC(=O)OC[C@H]1O[C@@H](n2ncc(=O)[nH]c2=O)[C@H](OC(C)=O)[C@@H]1OC(C)=O	0.7	-0.4	0.3	-3.2	-4.3	-1.5	-3.6	-0.9	-4.6
O=S(=O)(Cc1cnc(Cl)s1)c1ccccc1	-0.8	-1.3	0.2	-0.5	6.5	4.2	9.8	-0.2	11.7
Cc1nc([N+](=O)[O-])nn1C12CC3CC(CC(Cl)(C3)C1)C2	-2.4	-0.1	7.2	-5.5	5.0	-3.0	3.4	1.1	4.6
O=C(/C=C1\OCc2ccccc21)OCc1ccccc1	-1.8	.	3.5	2.3	.	3.8	-11.1	4.4	.
Cc1ccc(/C=C2/CNC/C(=C/c3ccc(C)cc3)C2=O)cc1	-3.2	-1.2	2.5	11.9	.	2.8	0.2	3.6	-11.5
COC(=O)C1=C(C)N(c2cccc(Cl)c2)C(=O)C1	-5.2	0.7	1.4	-0.6	-2.8	12.9	1.5	6.0	-3.5
COc1cc(/C=N/n2nnnc2N)cc(Cl)c1OC	0.7	-1.3	2.5	10.9	3.1	-2.3	-1.2	1.4	-1.8
COc1ccc(COC(=O)C2=C(C)NC(=O)NC2c2ccccc2F)cc1 (stereo unspecified)	-0.2	-3.5	6.8	3.5	6.2	-2.3	2.4	0.8	-18.2
O=C(NCCN1CCOCC1)Nc1cccc(Cl)c1	-0.8	2.5	-0.2	5.8	8.0	-8.9	4.1	2.7	-21.4
CC(OC(=O)CCN=C1NS(=O)(=O)c2ccccc21)C(=O)Nc1ccc(F)cc1Cl (stereo unspecified)	-2.4	-1.0	-0.3	3.7	-1.1	-4.2	-5.6	0.0	-7.5
CCOC(=O)c1ccc(NC(=O)N(CC)CC)cc1	-3.4	1.3	0.0	2.5	-6.2	-6.9	7.9	2.5	2.1
CN(Cc1ccco1)C(=O)CN1C(=O)NC2(CCCCC2)C1=O	0.0	0.6	2.2	5.2	-5.0	1.0	-2.1	-3.1	-4.8

Hits appear at their usual frequency; about 2.9% have a hit in one of these screens.
